OXTR potentiator: potentiators of human oxytocin receptor. activation, % at 3 µM. hit rate 0.061% among 320,000. AID 2445. CHO-OTR cells, Fluo-8 calcium fluorescence, potentiator mode; 0% = oxytocin EC15, 100% = EC100. P30559;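 active means activation above that plate's cutoff, the mean activation of tested compounds plus 3 SD, cut at about 6.6% in these data, passing the limit was not always enough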;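 further: 100% uses oxytocin at 75 nM as the full agonist control; some results filed as inactive read as strong as hits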
Target sequence (P30559 whole entry, looked up): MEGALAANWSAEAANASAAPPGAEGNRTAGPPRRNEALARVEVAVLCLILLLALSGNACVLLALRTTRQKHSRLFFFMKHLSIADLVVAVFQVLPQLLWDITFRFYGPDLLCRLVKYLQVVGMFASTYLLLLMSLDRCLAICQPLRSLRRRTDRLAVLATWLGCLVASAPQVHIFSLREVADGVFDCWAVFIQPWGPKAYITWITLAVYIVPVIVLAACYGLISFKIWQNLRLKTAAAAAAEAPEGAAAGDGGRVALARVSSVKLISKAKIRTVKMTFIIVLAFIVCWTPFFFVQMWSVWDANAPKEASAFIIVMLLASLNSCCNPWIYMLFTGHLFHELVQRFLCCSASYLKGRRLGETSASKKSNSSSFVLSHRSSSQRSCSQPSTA
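Measured by – Fluo-8 calcium dye fluorescence · Test system – human OTR in CHO cells · Dosing – one concentration, 3.0 µM compound · Controls – EC15 oxytocin alone as 0%, 75 nM oxytocin as 100% · Evaluation – normalized max/min fluorescence ratio, % activation · Timing – 6 min pre-incubation, 100 s read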
CHO parental Ca: counter-screen: ATP calcium response change in parental CHO cells; parental CHO-K1, ATP-induced calcium, Fluo-8 fluorescence; hit rate 0.63% among 330,000; inhibition, % at 5.6 µM;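 active means inhibition above that plate's mean sample inhibition plus 3 SD, cut at about 26% in these data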;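 further: 0% = ATP-challenged DMSO wells and 100% = DMSO wells without ATP; some compounds past the cut are filed as inactive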
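Material: Parental CHO cells | Reagent: ATP | Compound dosing: Single nominal dose of 5.6 µM per compound | Detection: Intracellular calcium via Fluo-8 no-wash fluorescent dye | Read-out: % inhibition of ATP-induced calcium mobilization | Benchmarks: Low control ATP plus DMSO, high control DMSO only | Replicates: Singlicate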
M1 PAM parental: M1 PAM counterscreen hit in parental CHO-K1 cells | ATP EC20, Fluo-8 calcium fluorescence; 0% at ATP EC20, 100% at ATP max | activation, % at 3 µM | hit rate 0.02% among 360,000 | AID 602247;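 active means activation above the run cutoff, the mean activation of all test compounds plus 3 SD, cut at about 40% in these data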;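 further: peak over basal fluorescence ratio in a 140 s read after ATP addition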
M1 ag parental: nonselective activator or artifact in parental CHO-K1 cells; Fluo-8 calcium fluorescence; scaled to maximal ATP response, vehicle zero; activation, % at 3 µM; hit rate 0.48% among 360,000; AID 602248; in the data active means activation above about 15%;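 further: untransfected CHO-K1 host cells lacking M1 receptor as counterscreen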
TAAR1 antag: antagonists of human TAAR1 | CHO RD-HGA16 TAAR1, Fluo-8 calcium fluorescence, antagonist | inhibition, % at 3 µM | hit rate 1.5% among 360,000;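 active means inhibition above a per-plate cutoff, the mean inhibition of test compounds on that plate plus 3 SD, cut at about 49% in these data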;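 further: 0% = DMSO plus EC80 beta-PEA response and 100% = DMSO alone without agonist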
Target sequence (Q96RJ0 whole entry, looked up): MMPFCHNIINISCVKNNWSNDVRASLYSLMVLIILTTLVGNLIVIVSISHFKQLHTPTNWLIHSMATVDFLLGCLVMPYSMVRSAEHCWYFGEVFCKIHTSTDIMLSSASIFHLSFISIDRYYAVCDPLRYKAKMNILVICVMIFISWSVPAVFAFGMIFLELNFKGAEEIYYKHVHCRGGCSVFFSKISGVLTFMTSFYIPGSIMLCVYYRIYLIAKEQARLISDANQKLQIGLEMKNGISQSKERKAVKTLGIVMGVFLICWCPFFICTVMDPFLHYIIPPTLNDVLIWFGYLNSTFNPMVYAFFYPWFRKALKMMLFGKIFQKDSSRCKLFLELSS
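Assay system: CHO-derived RD-HGA16 cells stably expressing human TAAR1 plus Gα16. Timing: 140 s kinetic read after compound, 140 s after agonist. Technique: kinetic Fluo-8 calcium fluorescence measurement. Measure: % inhibition of agonist calcium response.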
V1R ag counter: activates human V1a receptor in oxytocin agonist counter-screen | P37288 | CHO-V1R cells, Fluo-8 calcium fluorescence, agonist mode; 0% DMSO, 100% 3 nM vasopressin | activation, % at 3 µM | hit rate 0.25% among 320,000;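 active means activation above the mean activation of all tested compounds plus 3 SD, per screening run, cut at about 20% in these data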;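 further: signal is peak over basal fluorescence ratio across a 100 second FLIPR read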
TAAR1 agonist: human TAAR1 agonism. Q96RJ0. CHO RD-HGA16 TAAR1, Fluo-8 calcium fluorescence; vehicle wells 0%, saturating PEA agonist 100%. activation, % at 3 µM. hit rate 0.99% among 360,000;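 active means activation above the mean activation of all test compounds in the run plus 3 SD, cut at about 38% in these data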
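Assay system – CHO-derived RD-HGA16 cells with stable Gα16 and human TAAR1 · Compound dosing – one-point dosing at 3 µM (nominal) · Incubation – 17-24 h seeding, 75 min 37 °C dye, 30 min RT · Measured by – kinetic Fluo-8 calcium fluorescence · Control set – DMSO vehicle as 0%, PEA at EC100 as 100% · Repeats – single well for each compound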
CHO-K1 Ca antag: M1 antagonist counterscreen hit in parental CHO-K1 cells; inhibition, % at 3 µM; hit rate 0.6% among 360,000; ATP-induced calcium, Fluo-8 fluorescence;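 active means inhibition above a per-plate cutoff, the plate's mean sample inhibition plus 3 SD, cut at about 24% in these data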;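 further: 0% = DMSO plus EC80 ATP and 100% = DMSO alone without ATP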
M1 ag: activates human CHRM1 receptor | P11229 | CHO-K1 hM1, Fluo-8 calcium fluorescence, agonist mode; 0% DMSO, 100% acetylcholine EC100 | activation, % at 3 µM | hit rate 0.33% among 360,000;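 active means activation above the run's mean compound activation plus 3 SD, cut at about 16% in these data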;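 further: peak over basal fluorescence ratio within a 140 s kinetic read after compound addition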
Active calls of the source: *; · = not tested or not shown.

SMILES | OXTR potentiator | CHO parental Ca | M1 PAM parental | M1 ag parental | TAAR1 antag | V1R ag counter | TAAR1 agonist | CHO-K1 Ca antag | M1 ag
CCn1c(O)c(C=Nc2ccccc2)sc1=S | -7 | -14 | · | · | 17 | -1.4 | 9 | · | ·
CCOC(=O)c1ccccc1NC(=O)COC(=O)CCNS(=O)(=O)c1ccc(C)c(C)c1 | -10 | -16 | 17 | 0.4 | -3 | -0.5 | 0 | -13 | -6
Cc1ccc(N(CC(=O)NCC2CCCO2)S(=O)(=O)c2ccc(Cl)cc2)cc1C (configuration not stated) | -15 | -32 | -28 | 0.1 | -3 | 0.0 | 0 | 20 | -5
OC1(c2cccc(C(F)(F)F)c2)CCN(Cc2nnnn2CCc2ccccc2)CC1 | -13 | -13 | 4 | 0.7 | -5 | 0.5 | 1 | 1 | -1
CC1CN(C(=O)N2c3ccccc3Sc3ccccc32)CC(C)O1 (configuration not stated) | 2 | -22 | 22 | 3.7 | 3 | -1.0 | 5 | -14 | -11
COc1cc(/C=N/NC(N)=S)cc(Br)c1OCc1ccccc1F | -11 | -15 | 1 | 5.8 | 13 | 4.0 | 12 | 15 | 0
COc1ccc(-c2ccc(-c3noc(-c4cccs4)n3)c(OC)n2)cc1 | -10 | -4 | 13 | 0.3 | -7 | -0.4 | -1 | -11 | -2
CN=C1N(C)C[C@@H]2[C@@H]3C(=O)N(C)C(=O)[C@@H]3[C@](Cc3ccccc3)(C(=O)OC)N12 | · | 4 | 6 | -0.2 | · | · | · | -14 | -1
COc1ccccc1P(=O)(c1ccccc1)c1ccccc1NC(C)=O (configuration not stated) | -6 | -7 | -15 | 0.2 | -4 | 0.0 | 4 | -8 | -1
CC1CN(c2ccc(C(F)(F)F)cc2[N+](=O)[O-])CCN1S(C)(=O)=O (configuration not stated) | -12 | -3 | 14 | 3.7 | -9 | 4.1 | 4 | -5 | -4
CC1CN(C(=O)CSc2ncnc3sccc23)CC(C)O1 (configuration not stated) | -7 | -9 | 16 | 1.0 | -6 | 1.0 | 6 | -9 | -1
Cc1cccc(NC(=O)COC(=O)CCc2ccccc2)c1C | -12 | -5 | 4 | -0.1 | -13 | -1.1 | 1 | -11 | -3
CC(=O)Nc1ccc(-c2nc(C)c(C(C)=O)n2O)cc1 | -2 | -3 | 23 | 1.5 | -10 | 0.6 | 10 | -13 | -4
Cc1cc(C)n(CCNC(=O)CC2C(=O)NCCN2Cc2ccc(C)o2)n1 (configuration not stated) | -11 | -8 | 19 | 1.1 | -6 | 0.0 | 3 | 3 | -6
O=S(=O)(c1ccc(F)c(F)c1)N1CCN(S(=O)(=O)c2cccs2)CC1 | -5 | 1 | 18 | 0.8 | -7 | 0.8 | 2 | -8 | -3
COCCN(C(=O)COC(=O)/C=C/c1ccc(C(F)(F)F)cc1)c1c(N)n(Cc2ccccc2)c(=O)[nH]c1=O | -1 | -26 | 8 | 0.1 | -10 | 0.6 | -1 | -5 | -3
CNc1nc(N/N=C/c2cc([N+](=O)[O-])ccc2F)nc(Nc2ccccc2)n1 | · | · | -11 | 2.4 | 39 | · | 1 | -8 | -4
CCOc1ccc(OCc2ccc(C(=O)N/N=C(\C)c3ccccn3)cc2)cc1 | 1 | -6 | 7 | 0.2 | 22 | 1.6 | 4 | -1 | -5
CN(CC(=O)Nc1ccccc1C(=O)NC1CC1)Cc1ccc(Cl)s1 | -4 | -10 | -2 | 1.8 | 13 | 0.8 | 3 | -13 | -5
CCCc1cc(=O)[nH]c(SCC(=O)c2c[nH]c3ccccc23)n1 | -4 | -7 | 11 | 0.0 | 6 | -0.4 | 2 | -3 | -4
COc1ccc(/C=C(\C#N)C(=O)NCC(c2ccc(F)cc2)N2CCOCC2)cc1 (configuration not stated) | -5 | -22 | 18 | 1.8 | -13 | -1.0 | -1 | -21 | -3
Cc1ccc(S(=O)(=O)NC(CC(N)=O)C(=O)O)cc1 (configuration not stated) | 2 | -6 | 8 | 0.3 | -9 | 0.5 | 11 | -5 | -2
CCOc1ccc(NS(=O)(=O)c2cccc(C(=O)N(C)Cc3ccco3)c2)cc1 | -8 | -20 | -4 | 1.0 | 7 | 3.3 | 6 | -11 | -1
N#C/C(=C\c1cccs1)C(=O)Nc1ccccn1 | -7 | -7 | -11 | 0.1 | -12 | 0.2 | 3 | 0 | -1
CC(C)(C)n1nc2c(c1NC(=O)CCCc1ccccc1)CS(=O)C2 (configuration not stated) | -7 | 5 | -5 | 0.0 | -28 | -1.1 | 9 | 4 | 4

One compound at a time, as listed above. Order of screens: OXTR potentiator	CHO parental Ca	M1 PAM parental	M1 ag parental	TAAR1 antag	V1R ag counter	TAAR1 agonist	CHO-K1 Ca antag	M1 ag
`COCCN(C(=O)COC(=O)/C=C/c1ccc(C(F)(F)F)cc1)c1c(N)n(Cc2ccccc2)c(=O)[nH]c1=O` in the list: -1	-26	8	0.1	-10	0.6	-1	-5	-3
`Cc1ccc(S(=O)(=O)NC(CC(N)=O)C(=O)O)cc1` (configuration not stated) in the list: 2	-6	8	0.3	-9	0.5	11	-5	-2

Some of the entries so far, tab-delimited:
molecule	OXTR potentiator	CHO parental Ca	M1 PAM parental	M1 ag parental	TAAR1 antag	V1R ag counter	TAAR1 agonist	CHO-K1 Ca antag	M1 ag
COc1ccccc1P(=O)(c1ccccc1)c1ccccc1NC(C)=O (configuration not stated)	-6	-7	-15	0.2	-4	0.0	4	-8	-1
CN=C1N(C)C[C@@H]2[C@@H]3C(=O)N(C)C(=O)[C@@H]3[C@](Cc3ccccc3)(C(=O)OC)N12	·	4	6	-0.2	·	·	·	-14	-1

(continued)
SMILES | OXTR potentiator | CHO parental Ca | M1 PAM parental | M1 ag parental | TAAR1 antag | V1R ag counter | TAAR1 agonist | CHO-K1 Ca antag | M1 ag
CC(=O)c1c(N2CCN(c3cccc(Cl)c3)CC2)nc(=S)n(-c2ccccc2)c1C | 0 | -24 | -8 | 0.9 | -5 | 0.7 | 9 | -2 | -11
CCCNC(=O)C1(C)CCCN(C(=O)c2cc(C)nn2C(C)(C)C)C1 (configuration not stated) | · | · | 22 | -0.1 | -33 | · | 6 | -16 | -1
O=C(/C=C/c1c(Cl)nc2ccccn12)Nc1ccc(F)cc1 | -15 | -16 | 5 | 1.4 | 0 | -1.6 | 6 | 0 | 0
CCOc1ccc(C2CC(=O)c3c([nH]c(C(=O)OC)c3C)C2)cc1OC (configuration not stated) | -4 | -20 | 12 | 11 | -4 | 2.8 | 5 | 1 | -3
CC(C)Oc1ccc(CCNC(=O)C2CCC(=O)N(Cc3cccc(F)c3)C2)cc1 (configuration not stated) | 0 | -21 | -11 | 1.6 | -21 | 4.1 | 7 | -4 | -3
CCCn1c(N)c(N(CCOC)C(=O)c2ccc(Cl)c([N+](=O)[O-])c2)c(=O)[nH]c1=O | 2 | -2 | 8 | 0.1 | -10 | 0.2 | -3 | -11 | -1
CC(C)(C)C(=O)Nc1ccc(Oc2ccc3c(c2)C(=O)N(c2ccc(O)cc2)C3=O)cc1 | -2 | -9 | 0 | -0.4 | 1 | -0.4 | 8 | 7 | -5
Cc1nc2sc3c(c2c(=O)n1NC(=O)CCBr)CCCC3 | -1 | -18 | -13 | -0.1 | -4 | -2.0 | 1 | 5 | -3
NC(=O)CSc1nnnn1CC(CC(=O)O)c1ccccc1 (configuration not stated) | -15 | -9 | -6 | -0.1 | 13 | 0.6 | 1 | 25* | 0
O=C(NNC(=O)c1cnccn1)c1ccc(Cl)c(Cl)c1 | -5 | -1 | 19 | 0.8 | -9 | 1.1 | 1 | 1 | -2
C[C@@H]1CCC2[C@](C)(CO)[C@@H](O)CC[C@]2(C)[C@@]12CC[C@@](CO)(CC(=O)O)O2 (some centres not stated) | -5 | 4 | 3 | 0.0 | 2 | -0.4 | 0 | -3 | -2
Cc1ccc(N(C)S(=O)(=O)c2ccc(C)cc2)cc1 | 0 | -12 | 19 | 0.1 | 1 | -0.1 | 0 | -11 | -6
NC(=O)CN1C(=O)NC2(CCCc3sccc32)C1=O (configuration not stated) | -6 | -2 | 3 | -0.5 | -18 | 0.4 | 1 | -17 | -2
Cc1cccc2nc(COc3ccc4ccccc4c3Br)cn12 | -6 | -32 | -16 | 0.4 | -20 | 5.7 | -2 | 11 | 3
O=[N+]([O-])c1ccc(N2CCN(S(=O)(=O)c3ccc4ccccc4c3)CC2)cc1NCc1ccco1 | -7 | -2 | 14 | 3.1 | -5 | 0.6 | 3 | -16 | -3
CCc1ccccc1NC(=O)CSc1nc2n[nH]c(C)c2c(=N)n1-c1ccc(OC)cc1 | · | · | 20 | 3.5 | -23 | · | 2 | -1 | -8
CCOc1ccc(NC(=O)CN(C)C(=O)c2cc(S(=O)(=O)N3CCCCC3)ccc2Cl)cc1OCC | -8 | -25 | -3 | 0.2 | 18 | -0.9 | 0 | -5 | -5
Cc1cc(NCC2CCCCC2)nc2ccccc12 | -5 | -30 | -2 | 2.0 | -6 | 3.8 | 8 | -1 | -11
COc1ccccc1N1CCN(C(=O)c2cc(-c3ccc(C)cc3)on2)CC1 | -11 | -7 | -3 | -1.3 | 20 | -1.4 | 3 | 17 | -4
Cc1[nH]c2ccccc2c1C(=O)CSC(=S)N1CCN(C)CC1 | -5 | 5 | 24 | 2.7 | -22 | 3.6 | 10 | -19 | -1
N=c1sccn1CC(=O)Nc1ccccc1Oc1ccccc1 | 0 | -22 | 8 | 0.3 | -11 | 1.7 | 2 | -5 | -5
Clc1ccc(-c2onc3c2CCCC3)cc1 | -9 | -4 | -2 | -0.4 | 0 | -0.9 | 21 | 9 | -4
Cc1ccc(-n2ncc(C(=O)N3CCN(C(=O)c4ccco4)CC3)c2-n2cccc2)cc1 | -8 | -20 | 7 | 4.7 | 0 | 0.6 | 3 | -11 | -1
O=C(N/N=C/c1c[nH]c2ccccc12)c1cc(-c2ccccc2)n[nH]1 | -11 | 1 | 12 | 1.6 | 29 | 0.1 | 6 | -2 | -5
COc1ccc(S(=O)(=O)N(C(=O)c2ccco2)c2cc3sc(=O)oc3c3ccccc23)cc1 | -6 | 66* | -12 | -0.9 | 17 | 2.5 | 3 | 14 | 1
C=CCn1c(COc2ccc(CC)cc2)nnc1SCC(=O)NC1CCS(=O)(=O)C1 (configuration not stated) | -4 | -20 | -1 | -0.3 | -6 | -0.1 | 1 | -6 | -4
COc1ccc(S(=O)(=O)n2nc(-c3cc(OC)c(OC)c(OC)c3)cc2N)cc1OC | -5 | -20 | 11 | -0.1 | -10 | -1.1 | 0 | -2 | -2
CCOC(=O)CSc1nnc(-c2ccccc2NC(=O)c2ccccc2)o1 | -6 | -13 | 7 | 0.5 | -4 | 0.0 | 4 | -24 | 3
COc1ccc(CC(=O)N(Cc2ccccc2)c2ccc(C)cc2)cc1OC | -12 | -22 | 12 | 3.0 | 0 | 2.1 | -1 | -6 | -4
